High-throughput results deposited in PubChem BioAssay by The Scripps Research Institute Molecular Screening Center.
GPR151 activ: activators of human GPR151, primary screen, cell-based, PathHunter beta-arrestin, luminescence; PathHunter beta-arrestin GPR151 cells; G-protein coupled receptor 151 (Homo sapiens), Q8TDV0; activation, % at 11.2 µM; 1% of 650,000 active; in the data active means activation above about 4.9%;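 further: 0% = median of compound wells and 100% = cells with positive control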
MITF primary: MITF inhibitors, primary screen, biochemical, AlphaScreen, human. AlphaScreen MITF homodimerization, bead proximity signal. inhibition, % at 2.6 µM. 0.91% of 650,000 active; in the data active means inhibition above about 50%;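 further: 0% = vehicle wells with protein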
TEAD-YAP inh: TEAD-YAP interaction inhibition, primary screen, TEAD-YAP interaction inhibitor project, luminescence, HEK-TIYL cells; TEAD-Gal4/YAP UAS-luciferase luminescence; inhibition, % at 9.12 µM; 1.4% of 640,000 active; AID 1259422, 2018; in the data active means inhibition above about 32%;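 further: 0% = median of test compound wells and 100% = reference inhibitor wells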
FBW7 activator: FBW7 E3 ligase activators, primary screen, biochemical, AlphaScreen, human. AlphaScreen FBW7–phospho-cyclin E peptide binding, activator screen. normalized activity (activation), % at 26.1 µM. 0.13% of 650,000 active. AID 1259310, 2017; in the data active means normalized activity above about 1.9%;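 further: purified mutant Fbw7 with reduced substrate affinity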
Target sequence (Q969H0 whole entry, looked up): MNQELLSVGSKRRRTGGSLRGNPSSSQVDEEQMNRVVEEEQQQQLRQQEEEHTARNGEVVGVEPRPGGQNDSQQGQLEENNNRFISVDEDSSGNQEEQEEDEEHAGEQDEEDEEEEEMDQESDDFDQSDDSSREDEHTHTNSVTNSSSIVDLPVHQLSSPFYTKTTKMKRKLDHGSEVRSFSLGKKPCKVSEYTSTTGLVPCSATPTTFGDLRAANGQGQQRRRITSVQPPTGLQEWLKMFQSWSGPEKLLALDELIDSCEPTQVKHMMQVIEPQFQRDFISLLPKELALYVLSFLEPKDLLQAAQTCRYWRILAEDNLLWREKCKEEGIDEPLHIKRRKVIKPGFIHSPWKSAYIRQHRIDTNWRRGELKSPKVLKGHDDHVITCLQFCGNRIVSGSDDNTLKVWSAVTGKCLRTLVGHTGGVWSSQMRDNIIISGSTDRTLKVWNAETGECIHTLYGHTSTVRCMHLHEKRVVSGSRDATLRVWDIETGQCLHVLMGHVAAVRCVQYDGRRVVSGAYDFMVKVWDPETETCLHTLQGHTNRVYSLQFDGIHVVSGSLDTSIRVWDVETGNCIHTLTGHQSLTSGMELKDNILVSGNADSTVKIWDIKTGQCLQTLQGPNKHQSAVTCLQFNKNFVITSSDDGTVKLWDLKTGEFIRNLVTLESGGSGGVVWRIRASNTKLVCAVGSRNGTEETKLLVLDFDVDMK
* hit, by the source's call.

SMILES	GPR151 activ	MITF primary	TEAD-YAP inh	FBW7 activator
O=c1nc2n(-c3cccc(F)c3)c3ccccc3cc-2c(=O)[nH]1	-1.0	4	-11	-0.1
COCCCN1C(=O)c2cccc3cc(N)cc(c23)C1=O	-0.3	-1	-5	-0.2
COC(=O)c1ccc(COc2ccc(F)cc2)cc1	-5.6	10	-59	1.4
NC(=O)CSc1nnc(-c2ccccn2)n1-c1ccc(Cl)cc1	0.1	-7	-1	-0.1
CCOC(=O)CC(=O)CSc1nc2c(sc(=S)n2-c2cccc(OC)c2)c(=O)n1-c1ccc(OCC)cc1	0.1	-5	-5	-0.2
CCC(=O)NCCSc1ncc(-c2ccccc2)[nH]1	5.2*	5	-14	0.3
COc1ccccc1N1CCN(C=C2C(=O)NC(=O)NC2=O)CC1	1.4	9	7	-0.2
COCCOC(=O)c1[nH]c2c(c1C)C(=O)CC(c1ccco1)C2 (centres undefined)	0.1	5	49*	-0.3
COc1ccccc1-c1n[nH]c(=S)n1N	0.8	-3	-10	-0.3
O=S(=O)(Nc1nnc(-c2ccc(Cl)cc2)o1)c1ccc2ccccc2c1	-0.1	-1	-1	-0.2
O=C(Nc1ccc(Br)cc1)C1CC(=O)N(c2cccc([N+](=O)[O-])c2)C1 (centres undefined)	-0.3	23	3	0.0
CCc1ccc(/C(C)=N/NC(=O)c2c[nH]c3ccccc23)s1	1.4	-5	-44	-0.1
C/C(CC(=O)Nc1ccc(Cl)c(Cl)c1)=N\NC(N)=S	0.6	-1	16	-0.2
CCc1ccc(Oc2nnnn2-c2ccc(C(N)=O)cc2)cc1	-1.2	5	-2	-0.2
O=C1CC(c2ccccc2Cl)CC2=C1C(c1cccs1)Nc1ccccc1N2 (centres undefined)	-1.7	8	-8	-0.1
O=C1CSC(=S)N1c1cccnc1	-1.0	1	-3	-0.4
Cc1cccc(NC(=O)CCOc2ccccc2C)c1	-0.1	-6	-7	0.1
CC(NC(=O)c1nn2c(c1Cl)NC(c1ccco1)CC2C(F)(F)F)c1ccccc1 (centres undefined)	3.2	6	11	0.2
CCCCN(C(=O)NC(=O)Nc1ccc(C=C(C#N)C#N)cc1)S(C)(=O)=O	-1.2	1	3	0.0
CN1CCN(C(=O)CN2C(=O)/C(=C\c3cccc(Cl)c3)Sc3ccccc32)CC1	-0.8	-3	-1	0.9
CN(C)c1ccc(C2CC(c3cccs3)Nc3ncnn32)cc1 (centres undefined)	1.6	25	-14	0.1
Cc1onc(-c2ccccc2Cl)c1C(=O)NNC(=O)c1cccc(F)c1	-0.4	2	3	0.1
CS(=O)(=O)N(CC(=O)Nc1ccc(C(N)=O)cc1)c1cccc2ccccc12	-1.8	-4	-5	-0.1
CC(C)(CO)c1cc(C(F)(F)F)[nH]n1	-1.7	10	-3	-0.1
C/C(=N\NC(=O)c1cc2ccccc2cc1O)c1ccc(C)o1	0.3	-23	6	0.0

Entries from the list above that contain a thiophene ring, fused or not (three):
SMILES	GPR151 activ	MITF primary	TEAD-YAP inh	FBW7 activator
CCc1ccc(/C(C)=N/NC(=O)c2c[nH]c3ccccc23)s1	1.4	-5	-44	-0.1
O=C1CC(c2ccccc2Cl)CC2=C1C(c1cccs1)Nc1ccccc1N2 (centres undefined)	-1.7	8	-8	-0.1
CN(C)c1ccc(C2CC(c3cccs3)Nc3ncnn32)cc1 (centres undefined)	1.6	25	-14	0.1

Additional records follow.
SMILES	GPR151 activ	MITF primary	TEAD-YAP inh	FBW7 activator
Clc1ccc(N2N=C(c3ccc(Br)cc3)CC2c2ccc(Br)cc2)cc1 (centres undefined)	-1.0	3	8	0.0
Cc1cc(C(=O)N2CCN(C(c3ccccc3)c3ccccc3)CC2)nn1C	-0.5	15	-7	0.9
COc1cccc(Nc2nc(C)nc3sc(C)cc23)c1	0.0	6	17	0.0
CSc1nnc(CCNC(=O)N2CCCC2)n1C(C)C	-0.1	0	0	0.0
O=C(c1ccccc1Cl)N1CCC(N2C(=O)Cc3ccccc32)CC1	-0.1	-5	-3	0.0
N#CCNC(=O)c1ccc(C(=O)NCC#N)cc1	1.1	42	9	-0.6
CCNC(=O)[C@@H]1C[C@@H](NCc2cccc3ccccc23)CN1Cc1ccccc1	1.0	5	3	-0.1
Cc1cc(C)n(-c2ncnc3sc(C)c(-c4ccccc4)c23)n1	0.7	3	-7	0.0
COC(=O)c1ccc(C2N=C(c3ccc4c(c3)OCO4)CC(c3ccccc3O)N2)cc1 (centres undefined)	-2.6	-1	-44	-0.1
Cc1ccc(N/C=C/C(=O)c2cccs2)cc1C	9.6*	7	-24	1.1
Cc1cccc(N2C(=O)c3oc4ccc(F)cc4c(=O)c3C2c2cccnc2)n1 (centres undefined)	-1.0	-10	2	0.3
CCOC(=O)COc1ccc(/C=C2/NC(=O)NC2=O)cc1Br	-0.1	3	7	0.2
CCOC(=O)CN1C(=O)S/C(=C/c2cccc([N+](=O)[O-])c2O)C1=O	-0.5	0	6	-0.1
CCOC(=O)c1c(NC(=O)C(C)Sc2nnc(CNC(=O)c3ccccc3OC)n2C)sc2c1CCCCC2 (centres undefined)	-1.2	6	9	0.0
CCN1CCN(CCn2c(=S)[nH]c3cc4c(cc3c2=O)OCO4)CC1	0.1	-7	-17	-0.2
CCOC(=O)c1sc2nc(SCC#N)n(Cc3ccccc3Cl)c(=O)c2c1C	1.0	-5	-8	-0.2
CCOC(=O)c1sc(=NC(=O)c2ccc(C)c(C)c2)n(C)c1C	-0.4	11	2	1.2
O=C(COc1ncnc2ccc(Br)cc12)Nc1cc([N+](=O)[O-])ccc1F	2.4	0	9	-0.1
Brc1ccc(-n2cnnn2)nc1	1.1	-5	2	0.0
CN1/C(=C\C(=O)c2ccco2)C(C)(C)c2ccccc21	1.4	-15	6	0.9
CCOCCSc1nc2c(c(=O)[nH]c(=O)n2C)n1CCCc1ccccc1	0.5	4	-2	-0.1
CCOc1ccccc1N1C(=O)CC(N2CCN(c3ccccc3)CC2)C1=O (centres undefined)	3.1	-13	11	-0.2
CC(C)c1c(O)c(-c2cc3c(c(C(C)C)c2O)CCC2C(C)(C)CCC[C@]32C)cc2c1CCC1C(C)(C)CCC[C@]21C (some centres undefined)	-1.3	19	-13	-0.1
O=C(CCC(=O)Nc1ccccc1Br)N/N=C/c1c(O)ccc2ccccc12	-0.4	7	5	0.5
Cn1c(=O)c2c(nc(NN=C3CCCCC3)n2C)n(C)c1=O	0.8	-63	2	-0.3
SMILES	GPR151 activ	MITF primary	TEAD-YAP inh	FBW7 activator
COc1cccc(CC2=NOC(C(=O)N(C)C(C3CC3)C3CC3)C2)c1 (centres undefined)	1.1	8	-19	0.0
CCOC(=O)C1=C(C)N=c2s/c(=C\c3ccc(N4CCCCC4)o3)c(=O)n2C1c1ccc(OCC)c(OCC)c1 (centres undefined)	0.3	13	3	-0.1
CC1=C(C(N)=O)C(c2ccccc2[N+](=O)[O-])n2nc(-c3cccc(Cl)c3)nc2N1 (centres undefined)	1.6	7	2	0.1
CC1=C(C(=O)OC(C)C)C(c2ccc(F)c(Br)c2)NC(=O)N1 (centres undefined)	1.7	5	-18	0.0
CC1CCCC(NCc2c(C(=O)O)n(Cc3ccccc3Cl)c3ccccc23)C1C (centres undefined)	-1.0	-6	2	-0.1
COc1ccc(-c2noc(CNC(=O)c3ccc(OC)cc3OC)n2)cc1	-1.6	-15	-2	0.1
COc1ccc(CNC(=O)C(C)n2nc(C)n3c(cc4sccc43)c2=O)cc1 (centres undefined)	0.8	17	3	0.0
O=C1CCC(c2ccc(O)cc2)(c2ccc(O)cc2)CC1	-0.4	11	-11	0.3
Cc1cccc2c1N(CC(=O)N(c1ccccc1)C(C)C)C(=O)C2=O	0.8	2	-3	0.1
COc1ccc(CCN=Cc2c(O)[nH]c(=O)[nH]c2=O)cc1	0.1	-9	4	-0.1
CCOc1ccc(S(=O)(=O)NC2CCCCC2)c2cccnc12	1.5	-2	6	0.0
CC(C)c1ccc(CN(Cc2ccccc2)C(=S)Nc2ccccc2)cc1	0.1	-6	-21	-0.3
CC12COC3(C(=O)Nc4ccc(F)cc4)CC1CCC32C (centres undefined)	-0.2	-15	0	0.4
Cc1ccc(C2CC(c3cccs3)=NN2C(=O)CSc2nnc(CNC(=O)c3cccs3)n2Cc2ccccc2)cc1 (centres undefined)	-0.9	4	14	-0.1
COc1cccc(C=C2C(=O)NC(=O)NC2=O)c1OS(=O)(=O)c1ccccc1	-1.0	-23	10	-0.1
COc1cccc(C2c3c(oc4ccccc4c3=O)C(=O)N2c2nnc(C)s2)c1 (centres undefined)	-0.1	8	3	0.0
O=C(COCC(=O)N/N=C/c1ccc([N+](=O)[O-])cc1)N/N=C\c1ccc([N+](=O)[O-])cc1	0.5	7	3	0.2
CC(C)NC(=O)Cn1ncc2cccn2c1=O	0.0	14	-7	0.3
CCOC(=O)N1CCC(N2C(=O)CCC2CCNCc2ccccc2)CC1 (centres undefined)	1.5	0	1	0.1
CCCCNC(=O)CSc1nc2sc(C(=O)OCC)c(C)c2c(=O)n1CCc1ccc(OC)c(OC)c1	0.1	3	-6	-0.1
CCCNc1ccnc(NC2CCC(O)CC2)n1 (centres undefined)	0.1	-2	5	-0.1
CCOC(=O)c1cnc2c(cnn2C)c1NCCC1=CCCCC1	-0.2	-7	-6	0.0
COc1ccc(CNC(=O)C(C)N2C(=O)COc3ccc(C)cc32)c(OC)c1 (centres undefined)	1.5	5	1	0.0
CC1CCCCN1C(=O)c1cc2ccccc2oc1=O (centres undefined)	0.4	-7	1	0.0
CCOC(=O)C1=C(C)N=c2s/c(=C\c3ccccc3OC(C)=O)c(=O)n2C1c1ccc(OC(C)=O)cc1 (centres undefined)	0.2	3	-2	0.4

Part of the list above in order of SMILES length, highest first:
SMILES	GPR151 activ	MITF primary	TEAD-YAP inh	FBW7 activator
CCOC(=O)C1=C(C)N=c2s/c(=C\c3ccccc3OC(C)=O)c(=O)n2C1c1ccc(OC(C)=O)cc1 (centres undefined)	0.2	3	-2	0.4
COc1ccc(CNC(=O)C(C)N2C(=O)COc3ccc(C)cc32)c(OC)c1 (centres undefined)	1.5	5	1	0.0
CCOC(=O)N1CCC(N2C(=O)CCC2CCNCc2ccccc2)CC1 (centres undefined)	1.5	0	1	0.1
CCOC(=O)c1cnc2c(cnn2C)c1NCCC1=CCCCC1	-0.2	-7	-6	0.0

New compounds follow:
SMILES	GPR151 activ	MITF primary	TEAD-YAP inh	FBW7 activator
OC(c1ccc(N(Cc2ccccc2)Cc2ccccc2)cc1)(C(F)(F)F)C(F)(F)F	0.6	14	4	0.2
COc1ccc(S(=O)(=O)Nc2ccc(CC#N)cc2)c(Cl)c1Cl	2.0	5	-1	0.0
Cc1ccccc1NC(=O)CN(c1cccc(C)c1C)S(C)(=O)=O	1.1	0	-2	-0.2
CCc1cc2c(=O)c(-c3ccc4ccccc4n3)coc2cc1OC	-0.7	-6	-6	0.0
CC(C)C(NC(=O)c1ccc(Cl)cc1)C(=O)O (centres undefined)	1.7	1	5	0.1
COc1ccc(S(=O)(=O)NCC2CCCN(Cc3ccncc3)C2)cc1 (centres undefined)	0.9	-4	6	-0.3
COc1ccc(CC(=O)Nc2sc3c(c2C(=O)Nc2cccc4ccccc24)CCCC3)cc1	-1.9	18	3	0.1
COc1cc(Br)cc2cc(C(=O)N3CCc4ccccc43)c(=O)oc12	-1.0	-2	-3	0.0
O=C(Nc1ccccc1N1CCCCC1)C1CSC2(c3cccs3)CCC(=O)N12 (centres undefined)	-0.9	-8	4	-0.2
O=C(c1ccccc1)N1CCN(Cc2cccc(Oc3ccccc3)c2)CC1	0.1	49	-5	-0.2
CC(=O)c1cccc(NC(=O)CSc2nnc(-c3ccoc3C)n2C)c1	0.4	4	8	-0.1
O=C1Oc2ccccc2N/C1=C/c1ccccc1	-0.7	8	-24	0.0
O=C1CC(c2ccc(Cl)cc2)n2ncnc2N1 (centres undefined)	-0.8	-12	-4	-0.2
O=[N+]([O-])c1ccc(N2CCCC2)cc1N1CCOCC1	-0.6	11	9	-0.1
CCC(=O)NC(c1ccccc1Cl)c1cc(Cl)c2cccnc2c1O (centres undefined)	0.2	1	50*	-0.3
O=C(O)c1ccc(NC(=O)c2cccc(S(=O)(=O)NC3CCCCC3)c2)cc1	-0.3	12	-2	0.2
Cc1ccc(C2CC(c3cccs3)=NN2C(=S)Nc2ccccc2)cc1 (centres undefined)	-0.5	6	4	0.7
C=CCn1c(C)cn2c3c(=O)n(Cc4cccc(C)c4)c(=O)n(C)c3nc12	1.5	12	2	0.0
Cc1c(/C=C2/N=C(c3ccccc3)OC2=O)cc(C#N)n1C	2.6	22	8	0.6
Nc1nnc(Cc2ccc(Cl)cc2Cl)s1	-1.4	3	2	0.1
COc1cccc(CNCc2c(C(=O)O)n(C)c3cc(OC)ccc23)c1	3.3	2	7	0.0
O=C1[C@H]2CCCC[C@H]2C(=O)N1CCCCN1CCN(c2nsc3ccccc23)CC1	1.9	3	11	-0.1
COC(=O)CNC(=O)C(C)NC(=O)CNC(=O)OCc1ccccc1 (centres undefined)	-0.1	0	11	0.1

Copied from the list:
O=[N+]([O-])c1ccc(N2CCCC2)cc1N1CCOCC1 – TEAD-YAP inh = 9
CCOC(=O)c1cnc2c(cnn2C)c1NCCC1=CCCCC1 – GPR151 activ = -0.2
